Screening results (PubChem BioAssay)
USP1-UAF1 inh: inhibitors of human USP1/UAF1 deubiquitinase. recombinant USP1/UAF1, Ub-Rhodamine cleavage fluorescence. Potency, µM (top dose mostly 57.1 µM), without a hit: top-dose activity change, negative = inhibition, hits mostly inhibitors. 0.23% of 390,000 active; further: on the % scale 0 is the no-effect control and ±100 the full control effect; nearly all actives have a fitted effect of over 60% in size; inactives centre near -12
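1 nM enzyme complex + cpd, 15 min RT; start with Ub-Rho 150nM final; kinetic fluorescence ex 480/em 540, 6 reads q60 s. Buffer 50mM HEPES pH 7.8, 0.5mM EDTA, 0.1 mg/ml BSA, 1mM TCEP, 0.01% Tween-20.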
TrxR1 substrate: substrates of rat thioredoxin reductase 1. O89049. purified TrxR1 substrate turnover, NADPH consumption readout. Potency, µM (top dose mostly 114 µM), inactives show at the highest dose activity change, negative = substrate turnover. 0.01% of 390,000 active. AID 588456; further: on the % scale 0 is the no-effect control and ±100 the full control effect; nearly all actives have a fitted effect of over 50% in size
Target sequence (O89049 whole entry, looked up): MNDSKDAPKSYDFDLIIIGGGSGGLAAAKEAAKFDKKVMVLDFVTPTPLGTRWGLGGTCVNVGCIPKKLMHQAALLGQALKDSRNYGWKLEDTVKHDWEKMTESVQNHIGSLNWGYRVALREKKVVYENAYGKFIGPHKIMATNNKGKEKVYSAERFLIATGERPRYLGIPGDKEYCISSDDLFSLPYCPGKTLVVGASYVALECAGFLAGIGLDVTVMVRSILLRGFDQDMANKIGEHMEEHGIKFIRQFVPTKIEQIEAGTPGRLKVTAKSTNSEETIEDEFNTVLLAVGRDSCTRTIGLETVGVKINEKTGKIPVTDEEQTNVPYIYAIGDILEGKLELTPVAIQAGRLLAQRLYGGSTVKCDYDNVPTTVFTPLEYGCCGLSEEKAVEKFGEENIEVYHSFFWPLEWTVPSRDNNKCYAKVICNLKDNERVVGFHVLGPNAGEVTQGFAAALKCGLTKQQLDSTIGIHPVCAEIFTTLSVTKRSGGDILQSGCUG
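Rat TrxR1, dispensed at 90 nM, was prereduced with 400 uM NADPH (final) for 5 min at ~22 deg C, then incubated with compound 15 min before 400 uM selenite. A first-read NADPH fluorescence drop versus no-compound background flagged substrates.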
ALOX12 inh: blocks human arachidonate 12S-lipoxygenase | P18054 | purified 12hLO, xylenol orange hydroperoxide absorbance | Potency, µM (highest dose often 108 µM), without a hit: at the highest dose activity change, negative = inhibition, most hits filed as inhibitors | 1.1% of 580,000 active; further: on the % scale 0 is the no-effect control and ±100 the full control effect
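Hydroperoxide product was detected by ferrous iron/xylenol orange as the 573 to 405 nm absorbance ratio. Arachidonic acid at 40 uM (final) was turned over for 30 min at room temperature by 150 nM human 12hLO, pH 7.0 Hepes buffer, after 15 min compound preincubation.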
Vif-A3G inh: blocks the Vif interaction with human APOBEC3G | Potency, µM (series often up to 46.1 µM), inactives show at the top dose activity, negative = active, most hits filed as inhibitors | HeLa A3G-eYFP + Vif (tagged APOBEC3G with the HIV-1 protein that degrades it), YFP fluorescence, overnight | Q9HC16 | 0.076% of 410,000 active;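 further: on the % scale 0 is the no-effect control and ±100 the full control effect; nearly all actives have a fitted effect of over 60% in size; hits raise eYFP signal because A3G escapes Vif-driven loss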
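Read-out is eYFP fluorescence (Ex 488/Em 500-530) from Vif-expressing HeLa A3G-eYFP cells; more signal means A3G escaped Vif-mediated degradation. Cells plated overnight, compound pinned in, incubated overnight at 37 deg C.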
Vif-APOBEC3F blk: inhibitors of Vif-A3F interaction; HeLa A3F-eYFP + Vif (tagged APOBEC3F with the HIV-1 protein that degrades it), YFP fluorescence increase; Potency, µM (highest dose often 46.1 µM), for the others: at the highest dose activity, negative = active; 0.2% of 390,000 active; AID 602313; further: % of control where 0% means no effect; nearly all actives have a fitted effect of over 65% in size
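Fluorescence increase (Ex 488/Em 500-530) after overnight compound treatment at 37 deg C flags inhibition of Vif-driven A3F-eYFP loss in stable HeLa A3F-eYFP/Vif cells seeded overnight beforehand.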
mIDH1 inhibitor: human IDH1 R132H inhibition. 0.093% of 390,000 active. IDH1-R132H enzyme, NADPH consumption, diaphorase/resazurin fluorescence. AID 602179. Potency, µM (series often up to 76.6 µM), for the others: top-dose activity change, negative = inhibition, most hits filed as inhibitors. O75874; further: on the % scale 0 is the no-effect control and ±100 the full control effect; nearly all actives have a fitted effect of over 65% in size
Target sequence (O75874 whole entry R132H, stated change not applied): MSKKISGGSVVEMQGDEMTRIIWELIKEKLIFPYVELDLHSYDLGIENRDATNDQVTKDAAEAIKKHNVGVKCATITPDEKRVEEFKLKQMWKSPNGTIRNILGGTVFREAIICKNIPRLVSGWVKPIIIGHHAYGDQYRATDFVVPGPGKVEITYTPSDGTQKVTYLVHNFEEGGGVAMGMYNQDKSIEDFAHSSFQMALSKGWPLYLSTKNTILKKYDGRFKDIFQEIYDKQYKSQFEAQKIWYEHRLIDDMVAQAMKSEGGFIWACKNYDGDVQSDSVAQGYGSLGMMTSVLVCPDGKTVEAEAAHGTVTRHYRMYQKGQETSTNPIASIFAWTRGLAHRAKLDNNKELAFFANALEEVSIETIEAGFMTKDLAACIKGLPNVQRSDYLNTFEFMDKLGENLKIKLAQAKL
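IDH1-R132H (0.5 ug/mL) preincubated 30 min with compound, then NADPH (0.016 mM) and alpha-KG (2 mM) added; 80 min at RT, pH 7.5. Remaining NADPH coupled via diaphorase/resazurin to fluorescence (540/590 nm); concentration-response curves normalized to no-enzyme control.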
RGS4 inh: human RGS4 inhibition; AID 504845; 0.039% of 390,000 active; P49798; Transcreener GDP fluorescence polarization, RGS4-accelerated GTP hydrolysis; Potency, µM (highest dose often 114 µM), without a hit: top-dose activity change, negative = inhibition, usual class: inhibitors; further: on the % scale 0 is the no-effect control and ±100 the full control effect; nearly all actives have a fitted effect of over 75% in size; some results filed as inactive show a strong effect at the top dose
Target sequence (P49798 whole entry, looked up): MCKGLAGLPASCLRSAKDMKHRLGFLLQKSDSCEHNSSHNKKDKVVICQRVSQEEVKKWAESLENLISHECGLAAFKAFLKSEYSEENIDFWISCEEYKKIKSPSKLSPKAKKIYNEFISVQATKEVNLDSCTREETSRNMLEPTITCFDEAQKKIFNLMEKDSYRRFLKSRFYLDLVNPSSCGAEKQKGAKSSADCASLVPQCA
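MLSMR compounds (23 nl, pin-transferred) preincubated 10 min at room temperature with a 500nM (2x) first reagent, then RGS4 at 900nM (2x) plus Transcreener GDP mix added; fluorescence polarization (620/688 nm) read before and after 90 min at 30 °C.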
rTrxR1 inhibitor: blocks rat thioredoxin reductase 1; O89049; recombinant rTrxR1, NADPH fluorescence consumption, selenite substrate; 1% of 390,000 active; Potency, µM (series often up to 114 µM), for inactives: top-dose activity change, negative = inhibition, usual class: inhibitors; AID 588453; further: on the % scale 0 is the no-effect control and ±100 the full control effect; nearly all actives have a fitted effect of over 65% in size
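Rat TrxR1 (90 nM in the dispensed reagent) was pre-reduced with 400 uM NADPH for 5 min at room temperature, then incubated with compound for 15 min. After 400 uM selenite was added, NADPH fluorescence (Ex 340/Em 450 nm) was followed for 8 min.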
RXFP1 ag: RXFP1 (human) receptor agonism; Q9HBX9; HEK293T-RXFP1 cAMP TR-FRET, 30 min; response scale: percent of porcine relaxin response, buffer zero; Potency, µM (top dose mostly 57.5 µM), for inactives: at the highest dose activation, hits mostly activators; 0.3% of 370,000 active; further: on the % scale 0 is the no-effect control and ±100 the full control effect; nearly all actives have a fitted effect of over 60% in size; many of its hits are not listed in these tables
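cAMP rise read by TR-FRET after 30 min, 37C compound exposure (up to 58 uM) in RXFP1-transfected HEK293 cells with Ro 20174 present. EC50 from Hill-equation fits, with 29 nM porcine relaxin as 100% and buffer as basal.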
* marks the source's active call; other numbers are inactive results; i = inactive; ? = inconclusive; nt = no result given; & = joins results of further samples; [ ] = dose if it differs, or a comment. The call rests on the fitted dose curve; in most records, active means well fitted curve in the direction sought with a large enough effect; inconclusive means small, poorly fitted or top-dose-only effect, or another doubt; inactive means no such curve, though single readings can be large; an effect the other way counts as inactive or inconclusive. Potency means the concentration at half of the fitted maximal effect. Only part of the results is shown. The share of hits here may be higher or lower than overall.

SMILES	USP1-UAF1 inh	TrxR1 substrate	ALOX12 inh	Vif-A3G inh	Vif-APOBEC3F blk	mIDH1 inhibitor	RGS4 inh	rTrxR1 inhibitor	RXFP1 ag
Cc1ccc(NC(=O)c2ccc3ccccc3n2)cc1S(=O)(=O)N(C)C	-21%	10%[57.1 µM]	-9%	-2%	-10%	9%	17%	30%[57.1 µM]	6.5%
N#Cc1ccc(-c2ccco2)nc1SCC(=O)c1ccc(Cl)cc1	?	4%[0.457 µM]	-56%	?	?	3%	-44%	-32%	5.7%
Cc1ccc2nc3c(cc(C(=O)NCCN4CCOCC4)c(=N)n3CCCN3CCOCC3)c(=O)n2c1	0%	67%[activator]	nt	-2%	-4%	-5%	-14%	-8%	13%
CCN(Cc1ccccc1)C(=O)CS(=O)(=O)c1ccccc1	-7%	4%	-1%	1%	8%	-4%	-25%	11%	1.2%
C=C(C(=O)c1ccccc1)C(NC(C)(C)C)c1ccccc1 (stereo not drawn)	-10%	12%[11.4 µM]	-4%	?	-3%	4%	-30%	1%[11.4 µM]	nt
Cn1c(=O)[nH]c(=O)c2c1nc(N1CCOCC1)n2CCc1ccccc1	-15%	-3%	-1%	-8%	9%	-6%	-7%	0%	0.3%
Cc1cccc(OCCCCCN2CCOCC2)c1	-3%	3%[57.1 µM]	0%	1%	8%	6%	9%	1%[57.1 µM]	0.3%
CS(=O)(=O)N1CCC(C(=O)Nc2ccc(C(F)(F)F)cc2)CC1	-12%	4%[57.1 µM]	-2%	0%	-1%	8%	0%	11%[57.1 µM]	1.8%
COc1ccc(-c2n[nH]nc2C2=CC(=O)CC(C)(C)C2)cc1	-11%	nt	2%	-22%	-1%	-4%	nt	nt	nt
Cc1nc(N2CCN(Cc3ccccc3)CC2)[nH]c(=O)c1C	-13%	-7%	-29%&52%	3%	2%	1%	5%	-8%	-0.8%
COc1ccc(N2CCOCC2)c(NC(=O)c2ccc3c(c2)OCO3)c1	-14%	0%[57.1 µM]	1%	0%	5%	1%	-2%	8%[57.1 µM]	-0.1%
Cc1onc(-c2ccccc2)c1C(=O)N/N=C/C(Br)=C/c1ccccc1	-10%	-13%	-11%	?	-17%	-5%	-26%	-6%	-1.5%
CC1=C(C(=O)Nc2cc(C)ccc2C)C2(CCCCCC2)OC1=O	12%	-1%	?	-2%	-6%	6%	-10%	5%	2.1%
CCCCOc1ncnc2c1[nH]c1ccccc12	4%	6%	35%[activator]	4%	-3%	5%	3%	2%	0.2%
C=CCn1c(SCCC(=O)O)nnc1-c1cccs1	3%	12%[57.1 µM]	78%[activator]	0%	-8%	0%	5%	-16%[57.1 µM]	0.1%
CCCCN(C)CCCNC(=O)c1ccc2c(c1)NC(=O)C(N1CCOCC1)S2 (stereo not drawn)	-19%	9%[57.1 µM]	i	2%	1%	1%	-22%	9%[57.1 µM]	-4.5%
O=[N+]([O-])c1ccc(N2CCOCC2)c(S(=O)(=O)N2CCOCC2)c1	-5%	-17%	-8%	-3%	-30%	-6%	-32%	?	-0.4%
CCc1ccccc1NC(=O)CSc1nc(C)c(C)o1	-26%	0%	0%&-2%	3%	1%	-9%	6%	9%	1.0%
CCOC(=O)/C(=C\c1cccnc1)C(=O)c1cc(C(C)=O)c(Nc2ccccc2)s1	?	-6%	nt	?	?	?	?	3.2µM*	-1.6%
CCC(=O)Nc1cc(ON=C(C)C)cc([N+](=O)[O-])c1	-1%	-2%	-8%	-1%	0%	1%	-38%	9%	2.0%
Cc1[nH]c2ccccc2c1C(=O)C(=O)NCCCn1ccnc1	-13%	-5%	3%	-3%	-8%	5%	12%	-1%[57.1 µM]	-0.8%
CC(=O)C1=C(O)C(=O)N(CCCn2ccnc2)C1c1ccc(C)cc1 (stereo not drawn)	-7%	3%	13%	1%	-4%	0%	12%	10%	1.6%
COc1ccc(Cn2c(C(=O)O)c(CNCc3ccc(OC)cc3OC)c3ccc(C)cc32)cc1	-11%	2%	?	-1%	-3%	-14%	0%	16%	0.2%
COc1ccc2c(C)cc3nnnn3c2c1	?	0%	-9%	4%	-8%	3%	-5%	15%	4.0%
CC(C)CNC(=O)COC(=O)c1ccc2c(c1)C(=O)N(Cc1ccco1)C2=O	-2%	-5%	-2%	1%	-5%	-10%	21%	-9%	4.7%

Continued, starting with the last 2 of the part before.
SMILES	USP1-UAF1 inh	TrxR1 substrate	ALOX12 inh	Vif-A3G inh	Vif-APOBEC3F blk	mIDH1 inhibitor	RGS4 inh	rTrxR1 inhibitor	RXFP1 ag
COc1ccc2c(C)cc3nnnn3c2c1	?	0%	-9%	4%	-8%	3%	-5%	15%	4.0%
CC(C)CNC(=O)COC(=O)c1ccc2c(c1)C(=O)N(Cc1ccco1)C2=O	-2%	-5%	-2%	1%	-5%	-10%	21%	-9%	4.7%
COc1cccc(-c2ccc(NC(=O)C3CCCN(Cc4nccn4C)C3)cc2)c1 (stereo not drawn)	-11%	-3%	24%	1%	0%	9%	-25%	-7%	-3.1%
Oc1ccc(CNc2ccccc2O)cc1	-26%	-7%[57.1 µM]	8%	0%	-2%	4%	-26%	7.9µM*	-0.2%
C(=N\N1CCN(c2ccccn2)CC1)/c1ccco1	-24%	-2%[57.1 µM]	0%	-5%	15%	-4%	-5%	2%[57.1 µM]	-0.1%
COc1ccc(-c2noc(CN(C(=O)c3c(-c4ccccc4Cl)noc3C)C(C)C)n2)cc1	-4%	-9%	10%	0%	3%	4%	22%	9%[57.1 µM]	0.4%
O=C(c1cnn2c(C(F)(F)F)cc(-c3ccco3)nc12)N1CCCc2ccccc21	-7%	6%[57.1 µM]	0%	-1%	4%	-1%	23%	0%[57.1 µM]	-0.6%
CNc1nc(OCC#N)nc(N2CCCCC2)n1	-7%	8%[57.1 µM]	0%	-5%	-5%	1%	18%	6%[57.1 µM]	0.4%
COc1ccc(-c2c/c(=N\c3nc(-c4ccccc4)c(C)s3)c3ccccc3o2)cc1O	-18%	-4%	0%	?	-5%	3%	8%	-3%	3.1%
CC(=O)Nc1cc(C(F)(F)F)ccc1OCCOc1ccccc1	-4%	-7%	0%	0%	6%	7%	11%	8%	nt
COc1ccccc1Cn1c(-c2ccco2)nc2nc3ccccc3nc21	-15%	16%[57.1 µM]	-6%	-8%	?	-1%	-3%	?	nt
O=C(O)C(=Cc1ccccc1[N+](=O)[O-])c1ccccc1	-17%	0%[2.29 µM]	-8%	2%	-1%	-4%	8%	1%[2.29 µM]	nt
CCOc1ccc(OCCC(=O)N(CC)CC(=O)Nc2c(F)cccc2F)cc1	-19%	-5%	322%[activator]	-6%	-23%	7%	7%	1%	0.9%
O=C(O)CCc1nn2c3ccccc3nc2n(CCN2CCCCC2)c1=O	7%	79%[activator]	-10%	1%	-7%	0%	15%	8%	6.1%
Cc1sc2nc(CN3CCOCC3)nc(N3CCC(C(N)=O)CC3)c2c1C	-5%	-7%	-16%	-1%	-1%	18%	-2%[56.9 µM]	?	1.6%
CC1(C)Oc2ccc(C(=O)Nc3ccccc3F)cc2N(CC(=O)N2CCOCC2)C1=O	?	8%	-1%	1%	12%	3%	27%	30%	-0.9%
COc1cc(/C=C/C(=O)NCC2CCCCC2)cc(OC)c1OC	-13%	16%	-15%	-3%	5%	0%	-5%	5%	1.5%
COc1ccc(C(=O)N=c2sc3ccccc3n2C)cc1OC	-25%	5%	-23%	-1%	-15%	-18%	-3%	10%	12%
C=CCNC(=O)/C(C#N)=C/c1ccc(OS(=O)(=O)c2ccc(C)cc2)c(OC)c1	-9%	12%[57.1 µM]	-21%	?	-2%	?	?	-39%	3.1%
CC(=O)c1cccc(CN2CCC(n3nccc3NC(=O)CCOc3ccccc3)CC2)c1	-11%	-14%	6%	-1%	2%	7%	-9%	-16%	0.7%
Cc1ccc(CSc2nnc(-c3ccncc3)o2)c(C)c1	-16%	-8%[57.1 µM]	10%	3%	-1%	-11%	-9%	-4%[57.1 µM]	1.5%
CC(=O)N1CCN(c2ccc(NCc3ccccc3)cc2)CC1	-10%	-3%	?	1%	-1%	23%	?	?	-1.7%
Cc1cc(NC(=O)CSc2nnc(C(C)N(C)C)n2-c2ccc(F)cc2)no1 (stereo not drawn)	-12%	1%	25%	0%	-1%	0%	-4%	25%[57.1 µM]	-0.8%
COCCNC(=O)CSc1nc(-c2ccccc2)[nH]c1-c1ccc(C)cc1	4%	24%	-12%	3%	0%	19%	17%	14%	-1.1%
O=C(O)/C=C/c1ccccc1Oc1ccc(Cl)cc1Cl	-12%	-5%[57.1 µM]	-18%	?	-24%	-5%	2%	-1%[57.1 µM]	-0.7%
C=CCN=C1NN=C(c2ccc3c(c2)OCCO3)CS1	-20%	-10%	-54%	-6%	?	6%	-45%	-5%	4.7%
CCOc1ccc(C(=O)Nc2cc(NC(=O)c3ccco3)ccc2OC)cc1Br	-29%	7%[57.1 µM]	-18%	-7%	-11%	-11%	4%	-4%[57.1 µM]	2.1%
COc1ccc(C=Nc2cccc3ncccc23)cc1	-18%	-5%	-7%	0%	-11%	9%	-37%	3%	1.3%

As entered above.
ALOX12 inh result of C=CCN=C1NN=C(c2ccc3c(c2)OCCO3)CS1 = -54%
USP1-UAF1 inh result of CC(=O)c1cccc(CN2CCC(n3nccc3NC(=O)CCOc3ccccc3)CC2)c1 = -11%
Vif-A3G inh result of COc1cc(/C=C/C(=O)NCC2CCCCC2)cc(OC)c1OC = -3%
